TAAR1 antag: human TAAR1 antagonism | inhibition, % at 3 µM | 360,000 tested, 1.5% active | AID 624466 | CHO RD-HGA16 TAAR1, Fluo-8 calcium fluorescence, antagonist;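 active means inhibition above a per-plate cutoff, the mean inhibition of test compounds on that plate plus 3 SD, cut at about 49% in these data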;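 further: 0% = DMSO plus EC80 beta-PEA response and 100% = DMSO alone without agonist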
Target sequence (Q96RJ0 whole entry, looked up): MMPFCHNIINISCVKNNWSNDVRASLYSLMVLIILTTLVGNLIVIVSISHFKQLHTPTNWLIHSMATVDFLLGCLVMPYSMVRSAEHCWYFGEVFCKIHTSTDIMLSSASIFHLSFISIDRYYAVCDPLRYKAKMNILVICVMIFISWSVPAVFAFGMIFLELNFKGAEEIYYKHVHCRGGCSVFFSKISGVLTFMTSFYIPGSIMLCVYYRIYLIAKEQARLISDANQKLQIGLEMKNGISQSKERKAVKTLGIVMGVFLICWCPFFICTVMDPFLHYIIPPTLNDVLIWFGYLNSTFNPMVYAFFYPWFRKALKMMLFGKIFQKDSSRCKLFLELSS
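System: CHO RD-HGA16 cells bearing hTAAR1. Reagent: EC80 β-phenethylamine stimulus. Schedule: seeding 17-24 h prior, 75-min 37 °C, 30-min RT dye loading. Signal: Fluo-8 intracellular calcium dye fluorescence, real-time kinetic reads. Read-out: % inhibition from peak post-agonist over basal fluorescence ratio. Benchmarks: vehicle wells and EC80 agonist wells. Replicates: n of 1.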
CHO-K1 Ca antag: M1 antagonist counterscreen hit in parental CHO-K1 cells; ATP-induced calcium, Fluo-8 fluorescence; inhibition, % at 3 µM; 360,000 tested, 0.6% active; AID 602250;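 active means inhibition above a per-plate cutoff, the plate's mean sample inhibition plus 3 SD, cut at about 24% in these data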;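 further: 0% = DMSO plus EC80 ATP and 100% = DMSO alone without ATP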
CHRM1 PAM: positive allosteric modulators of human M1 muscarinic receptor; activation, % at 3 µM; P11229; CHO-K1 hM1, Fluo-8 calcium fluorescence, ACh EC20; 0% = ACh EC20, 100% = maximal ACh; 360,000 tested, 0.088% active; in the data active means activation above about 19%, passing the limit was not always enough
Target sequence (P11229 whole entry, looked up): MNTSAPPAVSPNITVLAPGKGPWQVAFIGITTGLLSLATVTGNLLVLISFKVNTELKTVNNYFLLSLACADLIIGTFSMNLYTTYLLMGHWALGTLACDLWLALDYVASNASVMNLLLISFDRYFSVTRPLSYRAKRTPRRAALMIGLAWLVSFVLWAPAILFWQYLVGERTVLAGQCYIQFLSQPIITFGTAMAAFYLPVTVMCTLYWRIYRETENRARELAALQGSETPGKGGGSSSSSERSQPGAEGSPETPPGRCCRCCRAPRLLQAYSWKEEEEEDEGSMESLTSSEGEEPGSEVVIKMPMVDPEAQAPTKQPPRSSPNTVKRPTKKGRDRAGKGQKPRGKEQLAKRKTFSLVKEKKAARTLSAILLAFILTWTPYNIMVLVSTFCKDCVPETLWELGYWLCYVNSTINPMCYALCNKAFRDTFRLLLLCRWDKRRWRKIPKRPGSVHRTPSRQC
CHRM1 agonist: activates human CHRM1 receptor; P11229; activation, % at 3 µM; CHO-K1 hM1, Fluo-8 calcium fluorescence, agonist mode; 0% DMSO, 100% acetylcholine EC100; 360,000 tested, 0.33% active;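 active means activation above the run's mean compound activation plus 3 SD, cut at about 16% in these data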;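 further: peak over basal fluorescence ratio within a 140 s kinetic read after compound addition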
TAAR1 ag: agonists of human TAAR1; CHO RD-HGA16 TAAR1, Fluo-8 calcium fluorescence; vehicle wells 0%, saturating PEA agonist 100%; activation, % at 3 µM; 360,000 tested, 0.99% active;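 active means activation above the mean activation of all test compounds in the run plus 3 SD, cut at about 38% in these data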
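Test system: RD-HGA16 (CHO) cells co-expressing Gα16 and hTAAR1 | Doses: Single dose, 3 µM | Schedule: 17-24 h seeding, 75 min 37 °C dye, 30 min RT | Evaluation: % activation from peak over basal fluorescence ratio, DMSO-to-PEA scaled | Technique: Kinetic Fluo-8 calcium fluorescence | Benchmarks: Low control DMSO, high control PEA (EC100)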
CHO-K1 Ca ag: M1 agonist counterscreen hit in parental CHO-K1 cells. Fluo-8 calcium fluorescence; scaled to maximal ATP response, vehicle zero. activation, % at 3 µM. 360,000 tested, 0.48% active. AID 602248; in the data active means activation above about 15%;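 further: untransfected CHO-K1 host cells lacking M1 receptor as counterscreen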
CHO parental Ca: counter-screen for OX1R antagonists: effect in parental CHO cells; parental CHO-K1, ATP-induced calcium, Fluo-8 fluorescence; inhibition, % at 5.6 µM; 330,000 tested, 0.63% active;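 active means inhibition above that plate's mean sample inhibition plus 3 SD, cut at about 26% in these data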;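 further: 0% = ATP-challenged DMSO wells and 100% = DMSO wells without ATP; some compounds past the cut are filed as inactive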
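Material: parental CHO cells / Compound: single nominal dose of 5.6 µM per compound / Signal: Fluo-8 fluorescence / Replicates: singlicate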
M1 antag: blocks human M1 muscarinic receptor; inhibition, % at 3 µM; 360,000 tested, 1.3% active; AID 588852; CHO-K1 hM1, Fluo-8 calcium fluorescence, ACh EC80 antagonist;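 active means percent inhibition above its own plate's cutoff, namely the mean of that plate's compound wells plus 3 SD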;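 further: peak over basal fluorescence ratio during 140 s after agonist addition; 0% = ACh EC80 plus DMSO and 100% = DMSO alone without agonist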
M1 PAM parental: nonselective activator or artifact in parental CHO-K1 calcium assay. ATP EC20, Fluo-8 calcium fluorescence; 0% at ATP EC20, 100% at ATP max. activation, % at 3 µM. 360,000 tested, 0.02% active. AID 602247;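 active means activation above the run cutoff, the mean activation of all test compounds plus 3 SD, cut at about 40% in these data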;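 further: peak over basal fluorescence ratio in a 140 s read after ATP addition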
* hit, by the source's call; nt = not tested or not shown. Outcome played no part in choosing rows (roughly 4.4% active in at least one column).

nr	compound	TAAR1 antag	CHO-K1 Ca antag	CHRM1 PAM	CHRM1 agonist	TAAR1 ag
1	Cc1ccc2nc(NC(=O)C3CCN(S(=O)(=O)c4cccs4)CC3)sc2c1	21	21	-2	-2	14
2	Cc1ccc(NC(=S)N2CCC(N(C)CC3CCCO3)CC2)cc1 (stereo not given)	-15	-11	5	-7	1
3	Cc1cccc(CSc2ccc(-c3cccs3)nn2)c1	-13	5	-6	-4	1
4	CC(=O)N1CCN(C(=O)COc2ccc3oc4c(c3c2)CCCC4)CC1	-19	0	5	-5	4
5	COC(=O)CC/C(=N/Nc1ccc(Cl)c(Cl)c1)C(=O)OC	7	-3	-3	-2	0
6	COc1ccc(-c2csc3ncnc(N4CCN(c5cccc(C)c5C)CC4)c23)cc1	-29	-1	5	-2	1
7	Cc1ccc(S(=O)(=O)c2cccc(S(=O)(=O)N3CCOCC3)c2)cc1S(=O)(=O)N1CCOCC1	-15	-12	3	-3	2
8	N#Cc1ccc(C(=O)NNC(=O)c2ccncc2)cc1	-2	-9	8	-3	3
9	Cc1ccc(S(=O)(=O)N2CCC(C(=O)N[C@@H](C)C(=O)NCc3ccco3)CC2)cc1	4	-10	3	-4	8
10	COc1ccc(Cc2nnc(N/N=C(\C)c3ccccc3)[nH]c2=O)cc1OC	-9	2	2	-5	-5
11	CCC(=O)N1CCc2cc(S(=O)(=O)NC(Cc3ccccc3)C(=O)NC3CCCC3)ccc21 (stereo not given)	-2	-1	6	-4	-1
12	C#CCNC(=O)C[C@@H]1C[C@@]2(C(=O)OCC)CCCC=C2N(Cc2ccc3c(c2)OCO3)C1=O	-13	-27	nt	nt	0
13	COc1ccc(C(=O)Nc2nc(C)cs2)cc1S(=O)(=O)N1CCOCC1	0	-6	16	-2	1
14	COc1ccc(C2(C(=O)Nc3c(C)n(C)n(-c4ccccc4)c3=O)CCCC2)cc1OC	10	-10	7	-7	3
15	CCOC(=O)N1CCC(N(CCN(C)C)C(=S)Nc2cccc(C)c2)CC1	2	-2	4	-14	6

nr	CHO-K1 Ca ag	CHO parental Ca	M1 antag	M1 PAM parental
1	9.8	10	18	3
2	0.3	-8	-11	4
3	1.3	-15	18	0
4	0.8	-23	-4	1
5	0.0	-13	8	-13
6	0.9	-10	-10	6
7	0.4	-23	6	9
8	0.3	1	-11	16
9	0.1	-1	-2	18
10	-0.7	-2	-5	-14
11	-0.6	-22	-5	11
12	1.3	nt	nt	22
13	0.4	nt	-12	-10
14	0.0	-9	-6	10
15	0.2	-14	-13	5

Additional structures.
nr	compound	TAAR1 antag	CHO-K1 Ca antag	CHRM1 PAM	CHRM1 agonist	TAAR1 ag
16	CC(=O)c1cc2c(cc1N(C(=O)Cn1nnc3ccccc31)C(C(=O)NCCC(C)C)c1cccnc1)OCO2 (stereo not given)	-18	-1	6	-13	11
17	COc1ccc(NC(=O)N2CCC(c3nc4ccccc4[nH]3)CC2)cc1	3	-7	12	-12	3
18	COc1ccc(N(CC(=O)NCc2ccc(F)cc2)C(=O)c2snc(C(N)=O)c2N)cc1OC	-12	1	-4	-2	-4
19	O=C(N[C@@H](c1ccccc1)[C@@H]1C[C@H]1C(=O)NCc1ccccn1)OCc1ccccc1	1	6	4	-2	3
20	Cc1ccc(C(=O)OCC(=O)NC2CCCCC2)cc1S(=O)(=O)N1CCCCC1	19	4	0	-2	-2
21	O=C(COC(=O)COc1ccccc1)NCc1ccc2c(c1)OCO2	-30	-10	2	-1	1
22	CCn1c(C)c(C(C)=O)cc(C#N)c1=O	-2	-5	-2	-8	9
23	C[C@@H]1CN([C@@H](C)CO)C(=O)CCCn2nncc2CO[C@@H]1CN(C)S(=O)(=O)c1ccc2c(c1)OCCCO2	-9	-13	-1	-5	2
24	Cc1ccc(S(=O)(=O)N[C@H](C(=O)NCC2CCC(C(=O)O)CC2)C(C)C)cc1 (stereo not given in full)	7	-11	4	0	0
25	CC(C)c1nc2ccccc2c2nnc(SCC(=O)NCc3ccco3)n12	-26	0	3	-6	2
26	Cc1cccc(C)c1NC(=O)Cn1nc(-c2ccccc2)nc1-c1ccccc1	-1	13	11	0	1
27	CCc1ccc2nc(N(CCCN(C)C)C(=O)c3ccc(S(=O)(=O)N(C)C4CCCCC4)cc3)sc2c1	51*	3	-1	0	39*
28	CN(C)/C=C/C(=O)c1ccc(-c2ccc(Cl)cc2Cl)o1	5	-16	12	-3	0
29	CCOC(=O)C1CCCN(C(=O)c2cccc(S(=O)(=O)N(C)c3ccc(OC)cc3)c2)C1 (stereo not given)	-9	-8	0	1	4
30	CCN(CC)C(=O)CSc1nc(Cc2ccccc2)nc2ccccc12	-7	-11	-4	-4	3

nr	CHO-K1 Ca ag	CHO parental Ca	M1 antag	M1 PAM parental
16	-0.3	-20	3	15
17	0.3	1	-6	17
18	-0.1	-16	8	-1
19	-0.2	-16	2	-4
20	0.0	-17	-2	0
21	0.2	-8	-7	12
22	1.0	0	0	20
23	0.9	nt	-3	19
24	0.2	nt	-3	7
25	0.5	-22	-8	-4
26	0.1	-12	-10	1
27	3.7	14	26	7
28	0.9	-12	-10	21
29	3.6	nt	-1	1
30	2.1	nt	2	4

Reformatted: results already given
item | canonical_smiles | TAAR1 antag | CHO-K1 Ca antag | CHRM1 PAM | CHRM1 agonist | TAAR1 ag | CHO-K1 Ca ag | CHO parental Ca | M1 antag | M1 PAM parental
16 | CC(=O)c1cc2c(cc1N(C(=O)Cn1nnc3ccccc31)C(C(=O)NCCC(C)C)c1cccnc1)OCO2 (stereo not given) | -18 | -1 | 6 | -13 | 11 | -0.3 | -20 | 3 | 15
17 | COc1ccc(NC(=O)N2CCC(c3nc4ccccc4[nH]3)CC2)cc1 | 3 | -7 | 12 | -12 | 3 | 0.3 | 1 | -6 | 17
18 | COc1ccc(N(CC(=O)NCc2ccc(F)cc2)C(=O)c2snc(C(N)=O)c2N)cc1OC | -12 | 1 | -4 | -2 | -4 | -0.1 | -16 | 8 | -1
19 | O=C(N[C@@H](c1ccccc1)[C@@H]1C[C@H]1C(=O)NCc1ccccn1)OCc1ccccc1 | 1 | 6 | 4 | -2 | 3 | -0.2 | -16 | 2 | -4
20 | Cc1ccc(C(=O)OCC(=O)NC2CCCCC2)cc1S(=O)(=O)N1CCCCC1 | 19 | 4 | 0 | -2 | -2 | 0.0 | -17 | -2 | 0
21 | O=C(COC(=O)COc1ccccc1)NCc1ccc2c(c1)OCO2 | -30 | -10 | 2 | -1 | 1 | 0.2 | -8 | -7 | 12
22 | CCn1c(C)c(C(C)=O)cc(C#N)c1=O | -2 | -5 | -2 | -8 | 9 | 1.0 | 0 | 0 | 20
23 | C[C@@H]1CN([C@@H](C)CO)C(=O)CCCn2nncc2CO[C@@H]1CN(C)S(=O)(=O)c1ccc2c(c1)OCCCO2 | -9 | -13 | -1 | -5 | 2 | 0.9 | nt | -3 | 19
24 | Cc1ccc(S(=O)(=O)N[C@H](C(=O)NCC2CCC(C(=O)O)CC2)C(C)C)cc1 (stereo not given in full) | 7 | -11 | 4 | 0 | 0 | 0.2 | nt | -3 | 7

Next compounds follow:
nr	compound	TAAR1 antag	CHO-K1 Ca antag	CHRM1 PAM	CHRM1 agonist	TAAR1 ag
31	CCC(C)(C)NC(=O)CN(Cc1cccs1)C(=O)C(=O)Nc1ccc2c(c1)OCCO2	-3	-28	6	-1	5
32	COC(=O)C/C(N)=C(\C#N)C(=O)OC	-19	-3	8	0	2
33	C=CCn1c(NCCOC)nc2c1c(=O)n(C)c(=O)n2C	-31	-18	5	-3	2
34	Cc1ccc(OCC(=O)N/N=C/c2c[nH]c3ccccc23)c([N+](=O)[O-])c1	28	-3	6	-6	10
35	O=C(CCN1N=C(c2ccccc2)CCC1=O)NCC1COc2ccccc2O1 (stereo not given)	-9	-9	9	-5	-1
36	COc1ccc(C(NC(=O)CN2C(=O)NC3(CCc4ccccc43)C2=O)c2ccccc2)cc1 (stereo not given)	1	-21	7	-4	1
37	Cc1ccc(SCC(=O)OCC(=O)NC(C)c2ccc(Br)cc2)cc1 (stereo not given)	-40	-16	2	-3	6
38	Cc1[nH]c2ccccc2c1Cc1n[nH]c(=S)n1C	12	-1	8	-2	1
39	O=C(NCc1nnc2c3ccccc3c(-c3ccccc3)nn12)c1ccccc1Cl	-2	-7	-1	-5	4
40	CC(OC(=O)C1CC1)C(=O)Nc1cc(C(F)(F)F)ccc1Cl (stereo not given)	-11	-8	4	-4	12
41	Cc1ccc(CNC(=O)c2ccc(NC(=O)C3=CSCCO3)cc2)cc1	-4	-14	7	-2	6
42	O=C(Nc1ccc2c(c1)OCCO2)C1CCN(c2nnnn2-c2ccccc2)CC1	15	-13	12	3	5
43	Cn1c(=O)cc(SCC(=O)NCc2ccco2)c2ccccc21	-4	-5	6	1	11
44	CCNC(=O)NC(=O)CSc1ccc(S(=O)(=O)N2CCOCC2)cn1	-9	0	-4	-2	-1
45	O=S(=O)(c1ccc(F)cc1)N1CCCC(c2nc(-c3ccc(F)cc3)no2)C1 (stereo not given)	19	0	-10	-6	20

nr	CHO-K1 Ca ag	CHO parental Ca	M1 antag	M1 PAM parental
31	3.0	-25	-21	5
32	0.3	-8	-17	1
33	0.6	15	-5	16
34	2.5	-8	7	22
35	1.3	-19	-10	11
36	-0.4	-24	-16	-3
37	0.6	-6	-2	15
38	0.3	-6	-5	5
39	1.0	-27	1	12
40	5.4	-9	-1	10
41	1.6	-6	-7	6
42	1.5	-14	-12	20
43	0.0	-4	-9	-1
44	-0.1	-7	5	-18
45	-0.4	-12	18	1

(cont.)
nr	compound	TAAR1 antag	CHO-K1 Ca antag	CHRM1 PAM	CHRM1 agonist	TAAR1 ag
46	C[C@H](NC(=O)c1nc[nH]c1C(=O)N[C@@H](Cc1ccccc1)C(=O)OC(C)(C)C)C(=O)OC(C)(C)C	46	-7	-7	-4	6
47	COc1cccc(N2C(=NC(=O)CCC3CCCC3)SC3CS(=O)(=O)CC32)c1 (stereo not given)	-20	-7	-4	-3	4
48	Cc1ccc(NCc2nnc(SCCN3CCCCC3)n2CC2CCCO2)c(C)c1 (stereo not given)	-8	-11	-1	-5	1
49	CC(=O)Nc1ccc(Nc2cc(N3CCOCC3)c3nonc3c2[N+](=O)[O-])cc1	-2	3	8	-3	4
50	Cc1cccc(S(=O)(=O)N(CC(=O)Nc2ccccc2C)Cc2ccco2)c1	10	-15	5	-3	8
51	CCC1(c2ccccc2)NC(=O)N(CC(=O)N(C)Cc2ccccc2)C1=O (stereo not given)	-18	-4	19	3	11
52	CC(C)(C)c1ccc(OCC(=O)NCc2ccco2)cc1	-7	-4	7	-5	8

nr	CHO-K1 Ca ag	CHO parental Ca	M1 antag	M1 PAM parental
46	0.0	-12	13	1
47	0.3	-7	11	-2
48	0.2	-16	-5	11
49	-0.2	-9	-4	-2
50	1.7	-24	-14	16
51	1.1	-11	-18	5
52	0.3	-10	-7	2

Bioassay records deposited in PubChem by The Scripps Research Institute Molecular Screening Center.
